ST2 inh = IL1RL1 inhibition; AlphaLISA ST2-Fc/biotin-IL-33 interaction, 1 h; inhibition, % for hits at 17 µM; actives 2.3% (n = 78,000); AID 1259354; in the data active means inhibition above about 30%; inconclusive means mostly about 10% to 28%
Target sequence (Q01638 whole entry, looked up): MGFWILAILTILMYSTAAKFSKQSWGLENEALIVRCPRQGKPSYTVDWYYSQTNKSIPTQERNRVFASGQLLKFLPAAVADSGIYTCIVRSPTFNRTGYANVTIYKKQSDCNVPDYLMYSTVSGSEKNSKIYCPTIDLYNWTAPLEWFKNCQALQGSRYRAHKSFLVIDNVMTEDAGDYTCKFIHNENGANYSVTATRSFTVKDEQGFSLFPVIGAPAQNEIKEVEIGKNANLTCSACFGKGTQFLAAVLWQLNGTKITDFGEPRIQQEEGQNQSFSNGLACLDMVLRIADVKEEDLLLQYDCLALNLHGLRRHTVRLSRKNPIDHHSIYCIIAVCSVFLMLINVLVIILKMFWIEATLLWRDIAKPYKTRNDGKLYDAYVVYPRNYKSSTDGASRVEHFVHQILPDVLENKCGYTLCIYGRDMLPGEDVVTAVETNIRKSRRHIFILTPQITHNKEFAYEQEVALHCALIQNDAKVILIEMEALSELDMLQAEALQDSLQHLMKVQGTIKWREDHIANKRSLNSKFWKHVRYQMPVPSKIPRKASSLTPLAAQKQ
Numbers without * were called inactive; i = inactive; ? = inconclusive.

no.	SMILES	ST2 inh
1	CCOc1ccc(-n2c(CC)nc3c(cnn3-c3ccc(Cl)cc3)c2=O)cc1	i
2	CCN(c1cccc(C)c1)S(=O)(=O)c1cc(Br)cc2c1N(C(C)=O)C(C)C2 (stereo unspecified)	i
3	Cn1ccnc1CN1C(=O)CO[C@H]2CN(C(=O)C3CCCCC3)C[C@H]21	i
4	Cc1ccc(CN2CC[C@H](c3nnc(-c4ccccc4F)o3)C2)o1	?
5	CCc1cccc(CC)c1NC(=O)CCCC(=O)O	i
6	O=C(c1ccccn1)C1CCCN(Cc2nc(COc3ccccc3)no2)C1 (stereo unspecified)	i
7	CN(Cc1nccn1C)C(=O)c1cc(CN2CCOCC2)on1	?
8	CCc1ccc(NC(=O)c2cnc3n(c2=O)CCS3)cc1	i
9	Cc1cc(N(C)C)nc(Nc2ccc(NC(=O)c3ccc(C(F)(F)F)cc3)cc2)n1	i
10	CC(C)C(=O)Nc1cccc(F)c1	i
11	CC(=O)N1CCN(Cc2c(Cl)cccc2Cl)CC1	?
12	O=S(=O)(N[C@H]1CO[C@H]2[C@@H]1OC[C@H]2O)c1cccs1	i
13	COc1ccc(CCNC(=O)Cn2cnc3sc4c(c3c2=O)CCC4)cc1OC	i
14	Cn1c(=O)[nH]c(=O)c2c1nc(Br)n2Cc1cccc(Br)c1	?
15	COc1cc(OC)c(/C=C2/C(=O)Nc3ccccc32)c(OC)c1	i
16	COc1ccc(-c2cc(C[C@H]3CNCC[C@H]3CC(=O)N3CCCCC3)no2)cc1	?
17	Cc1noc(C)c1S(=O)(=O)Nc1ccc2c(c1)OCCO2	i
18	O=C(O)C1CC2(CCNCC2)CN1Cc1cccc2nonc12 (stereo unspecified)	i
19	Cc1ccc(CN2C(=O)CCC2C(=O)NC(C)C)cc1 (stereo unspecified)	i
20	O=C(Cc1ccc(Br)cc1)N1CCCc2ccccc21	i
21	CC(=O)NS(=O)(=O)c1ccc(NC(=O)Cn2cnc3c2c(=O)n(C)c(=O)n3C)cc1	i
22	Cc1ccc2c(c1)CN(CC(=O)NCc1cn3c(C)cccc3n1)CC(c1ccsc1)O2 (stereo unspecified)	i
23	CCOc1ccccc1C1CC(c2ccc(Br)cc2)Nc2nc(N)nn21 (stereo unspecified)	?
24	Cc1ccc(N2C(=O)C3CCC(C)CC3C2=O)cc1Cl (stereo unspecified)	i
25	O=C(CSc1cn(Cc2ccc(F)cc2)c2ccccc12)NCc1ccco1	i
26	CCN(CC)C(=O)Cn1c(=O)n(CC2CCC(C(=O)NC)CC2)c(=O)c2sccc21 (stereo unspecified)	i
27	CC(O)CNc1nc2c(c(=O)n(C)c(=O)n2C)n1Cc1c(Cl)cccc1Cl (stereo unspecified)	?
28	O=C1OC(c2ccccc2)OC(=O)C1=C/C=C/c1ccccc1 (stereo unspecified)	i
29	COc1ccccc1N1C(=O)C2C(C(C)=O)=NN(c3ccc(C)cc3)C2C1=O (stereo unspecified)	i
30	COc1cccc(N2C(=O)CC(Nc3ccc(N4CCOCC4)cc3)C2=O)c1 (stereo unspecified)	47.0%*

Next section:
no.	SMILES	ST2 inh
31	C#CCOc1c(Cl)cc(/C=C2/NC(=O)NC2=O)cc1Cl	i
32	CC(C)N(CC1CC1)C(=O)C[C@@H]1C[C@@H]2C=C[C@H]1C2	i
33	O=C1NC[C@@H](CCC(=O)N2CCN(c3ccccn3)CC2)N2C[C@@H](NCc3ccccc3)C[C@@H]12	i
34	Cc1cc(Br)cc(C)c1NC(=O)CC(C)C	i
35	C=C(C)C1CC=C(C(=O)O)CC1 (stereo unspecified)	?
36	CCn1cnnc1C(C)NC(=O)c1ccc2c(c1)nnn2C (stereo unspecified)	i
37	COc1cc(/C=C2\NC(=O)N(Cc3ccc(Cl)cc3)C2=O)cc(Cl)c1OCC(=O)O	i
38	CCOC(=O)C(C)Sc1nc2c(c(=O)n1-c1ccc(F)cc1)SCC2 (stereo unspecified)	i
39	COC(=O)c1cc2n(n1)CCN(c1ncccn1)C2	i
40	COc1ccc(C)cc1NC(=O)c1ccc(N(Cc2ccccc2Cl)S(C)(=O)=O)cc1	i
41	CCn1c(=O)c([N+](=O)[O-])c(NCCCN2CCOCC2)c2ccccc21	i
42	COCCN(Cc1nc2ccccc2n1C)CC1CCCN(C2Cc3ccccc3C2)C1 (stereo unspecified)	?
43	O=C(NC1CCCCCCC1)c1ccc2c(c1)N(Cc1ccccc1)C(=O)CS2	?
44	CNC(=O)C(C)N(C)Cc1ccccc1OC(F)F (stereo unspecified)	i
45	CCOC(=O)C1C(=O)C=C(c2cccc(OC)c2)CC1c1cccc(OC)c1OC (stereo unspecified)	i
46	O=C(Nc1ccccc1)c1cc2ccccc2oc1=Nc1ccc(F)cc1	i
47	CN1CCN(C(=O)CC[C@@H]2CNC(=O)[C@@H]3C[C@H](NC(=O)c4ccccc4)CN23)CC1	i
48	COc1cccc(COC2CN(Cc3ccccn3)C(=O)CN(C(=O)c3cccc4nccnc34)C2)c1 (stereo unspecified)	?
49	CCc1nnc(NC(=O)COc2cc(C)c(Cl)c(C)c2)s1	?
50	CN(Cc1ccsc1)Cc1nc(-c2cccc(Cl)c2)no1	i
51	CCn1c(C2CCNCC2)nn(Cc2ccc(C(F)(F)F)nc2)c1=O	i
52	CCOC(=O)c1c(NC(=O)COc2cccc(Cl)c2)sc2c1CCC(C)C2 (stereo unspecified)	i
53	CC(C)n1cc(-c2c(-c3ccccc3)ncn2CCc2cnc[nH]2)cn1	i
54	O=C(CSc1nnc(-c2ccccc2)n1-c1ccccc1)NC1CC1	i
55	Cc1c(CC(=O)N2CCSCC2)c2c(n1CC1CCCO1)CCCC2=O (stereo unspecified)	?
56	O=C(OCc1ccccc1)c1cc2ccccc2oc1=O	?
57	CCSc1nc2c(c(=O)[nH]1)C(c1cc(OC)c(OC)c(OC)c1)C1=C(CC(C)(C)CC1=O)N2 (stereo unspecified)	i
58	Cc1noc(C)c1C(=O)N1CCc2c(c(C(=O)N(C)Cc3cscn3)nn2Cc2ccccc2)C1	?
59	CCSc1nc2c([nH]c3ccccc32)c(=O)n1-c1ccc(F)cc1	i
60	N#Cc1cccc(N=c2oc3ccccc3cc2C(=O)Nc2ccccc2)c1	?

(continued)
no.	SMILES	ST2 inh
61	COc1ccc(CNC(=O)CN2CCCN(Cc3ccccc3Cl)S2(=O)=O)cc1	i
62	O=C(Nc1ccc(Nc2ccccc2)cc1)C1CC1c1ccccc1 (stereo unspecified)	30.0%*
63	COc1ccccc1C(C)N(C)C(=O)c1cn(Cc2c(F)cccc2F)nn1 (stereo unspecified)	?
64	O=C(c1ccc(NCc2ccncc2)cc1)N1CCCC2(CCNC2)C1 (stereo unspecified)	i
65	CC(C)(C)c1ccc(Cn2c(=O)n(CC(=O)NCc3ccco3)c(=O)c3sccc32)cc1	i
66	CCOc1ccc(OCC)c(NC(=O)CCS(=O)(=O)c2ccc(Br)s2)c1	i
67	COc1ccc(-c2nn(-c3ccccc3)cc2CN2CCC(OC)CC2)c(F)c1	i
68	c1ccc2[nH]c(-c3ccc(OCc4nc(CC5CC5)no4)cc3)nc2c1	?
69	NC(=O)C1CCCN(c2nc(-c3ccccc3)cs2)C1 (stereo unspecified)	?
70	CCc1c(C)sc(NC(=O)c2cc(-c3ccccc3O)on2)c1C#N	?
71	CCCC(=O)NCCc1c2n(c3ccc(OC)cc13)Cc1ccccc1-2	i
72	Cc1ccc2[nH]cc(CN3CCC(n4cc(CN5CCOCC5)nn4)CC3)c2c1	i
73	O=C(Nc1c(-c2ccccc2)nc2ccccn12)C1CCCCC1	i
74	CCc1cnc(C)nc1NCCNc1nc(C)cc(=O)[nH]1	?
75	O=C(Nc1ccc(N2CCOCC2)cc1)NC1CCCCC1	i
76	COc1ccccc1CN1CC(C(=O)NCc2ccc3[nH]c(C)cc3c2)CCC1=O (stereo unspecified)	?
77	O=C1CSC(c2ccc(F)cc2)N1c1ccc(Br)cc1 (stereo unspecified)	i
78	COc1cc(O)cc(OC2OC(CO)C(O)C(O)C2O)c1 (stereo unspecified)	i
79	CC(Cc1ccccn1)N1CCN(c2nc(-c3ccccc3)nc3c2CCC3)CC1 (stereo unspecified)	i
80	O=C(c1ccc(O)cn1)N1CCCC(Nc2cccc(F)c2)C1 (stereo unspecified)	?
81	Cc1nc(N2CCCC(C(=O)NCc3cc(F)ccc3F)C2)nc2cc(S(C)(=O)=O)ccc12 (stereo unspecified)	i
82	CN(CC1CCCN(CCc2cccc(C(F)(F)F)c2)C1)C(=O)c1ccc(Cl)s1 (stereo unspecified)	i
83	c1ccc(-c2ncn(CCCc3cccnc3)c2-c2cnn3cccnc23)cc1	i
84	CN(CC[C@H]1CN(C(=O)Cc2ccccc2)CC[C@H]1CC(=O)O)c1ccccc1	i
85	O[C@@H]1C[C@@H](c2nc(-c3ccc4c(c3)OCO4)no2)N(Cc2cccc(OC(F)(F)F)c2)C1	?
86	CC(C)(C)c1ccc(-c2cc(C[C@H]3CNCC[C@H]3CC(=O)NCc3cccs3)no2)cc1	i
87	COc1cccc(CN2CCc3c([nH]c4ccccc34)C2)c1OC	?
88	CC1CC(=O)C2=C(C1)OC(N)=C(C#N)C2c1ccc(F)cc1 (stereo unspecified)	i
89	CCC(=O)N1CCc2cc(Br)cc(S(=O)(=O)NCc3ccc(C)o3)c21	?
90	Cn1c2c(c(=O)n(C)c1=O)C(c1ccc([N+](=O)[O-])o1)C1=C(N2)c2ccccc2C1=O (stereo unspecified)	i

New compounds follow:
no.	SMILES	ST2 inh
91	COc1ccc(S(=O)(=O)N2CCC(C(=O)O)CC2)cc1	i
92	O=C(Cc1cccc2ccccc12)Nc1ccc2nc(SCC(=O)N3CCOCC3)sc2c1	i
93	CC(C)N(C(=O)Nc1ccccc1)C(C)C	?
94	CCSc1nc2c(c(=O)[nH]1)C(c1ccc(C)cc1)C1=C(CCCC1=O)N2 (stereo unspecified)	i
95	COc1cc(OC)c(OC)cc1CN1CCN(c2ccccn2)CC1	i
96	CNC(=O)c1ccc(Cn2c(=O)c3cc(OC)c(OC)cc3n(CC(=O)N3CCC(C)CC3)c2=O)cc1	i
97	Cc1ccnc(SCCn2c(N3CCCCCC3)nc3c2c(=O)n(C)c(=O)n3C)n1	?
98	COc1cc(/C=C(\C#N)c2nc3ccccc3[nH]2)cc(OC)c1O	?
99	O=C(CCS(=O)(=O)c1cccs1)Nc1ccc(C(=O)Nc2ccc3c(c2)OCO3)cc1	i
100	COc1ccc(C(CC(=O)NCc2cn3ccsc3n2)c2ccccc2)cc1 (stereo unspecified)	i
101	COc1ccc(/C=c2\sc3n(c2=O)CN(c2cccc(C(F)(F)F)c2)CN=3)cc1	?
102	CSc1oc(-c2ccco2)nc1S(=O)(=O)c1ccccc1	?
103	CC1CCc2cc(F)ccc2N1C(=O)Nc1ccc([N+](=O)[O-])cc1 (stereo unspecified)	i
104	COc1ccc(-c2ccc(/C=C3/C(=O)NN(c4ccc(C)c(Cl)c4)C3=O)o2)c([N+](=O)[O-])c1	41.0%*
105	CC(C)c1ccc(-c2nc(N3CCCCC3)nc3n[nH]c(N)c23)cc1	i
106	CCN(CCNC(=O)c1cc(=O)[nH]c2ccc(S(=O)(=O)N3CCCC3)cc12)c1ccccc1	i
107	COc1ccc(S(=O)(=O)N2CCN(c3nc(C)cc(N4CCOCC4)n3)CC2)cc1OC	?
108	O=C(CCCNS(=O)(=O)c1cccs1)N1CCN(c2cccc(Cl)c2)CC1	i
109	CC(=O)N1CCN(Cc2cc(C(C)(C)C)cc(C(C)(C)C)c2O)CC1	i
110	O=C(Nc1cccc([N+](=O)[O-])c1)c1ccccc1F	i
111	COCCc1ncc(CN2CCC3(CCCN(CC4CCC4)C3)C2)cn1 (stereo unspecified)	i
112	COc1ccc(-n2nc(C)nc2-c2cccc(N)c2)cc1	i
113	Cc1cccn2c(=O)c3cc(C(=O)N4COCC4(C)C)n(C)c3nc12	?
114	CC1=C(C(=O)Nc2ccccn2)C(c2ccc(N(C)C)cc2)C2=C(CC(C)(C)CC2=O)N1 (stereo unspecified)	i
115	Cc1cc(=O)oc(C)c1C(=O)NCCCN1CCN(c2ccccc2F)CC1	i
116	CC(C)c1nnsc1CN1CCCC(O)(CO)C1 (stereo unspecified)	i
117	Cc1ccc(C(c2sc3nc(C)nn3c2O)N2CCN(Cc3ccccc3)CC2)cc1 (stereo unspecified)	i
118	Cc1cc(NC(=O)c2ccco2)nc2c1c(=O)oc1ccccc12	i
119	Cc1ccc(C)c(NCC(O)Cn2c(C)c(C)c3ccccc32)c1 (stereo unspecified)	i
120	Cc1cc(Br)ccc1OCC(=O)N1CCN(c2ccccn2)CC1	i

In a second layout: entries from further up
107. COc1ccc(S(=O)(=O)N2CCN(c3nc(C)cc(N4CCOCC4)n3)CC2)cc1OC
  ST2 inh: ?

92. O=C(Cc1cccc2ccccc12)Nc1ccc2nc(SCC(=O)N3CCOCC3)sc2c1
  ST2 inh: i

108. O=C(CCCNS(=O)(=O)c1cccs1)N1CCN(c2cccc(Cl)c2)CC1
  ST2 inh: i

110. O=C(Nc1cccc([N+](=O)[O-])c1)c1ccccc1F
  ST2 inh: i

Next part.
no.	SMILES	ST2 inh
121	COc1cc2c(C(=O)N3CCN(Cc4ccc5c(c4)OCO5)CC3)cn(C)c(=O)c2cc1OC	i
122	CCn1c2ccccc2c2nnc(SCCCn3c(=O)[nH]c4ccccc43)nc21	i
123	Cc1ccsc1[C@@H]1CCN(C(=O)CN(C)Cc2cccnc2)C[C@H]1O	?
124	OC1CCCN(Cc2cccc(Cl)c2)C1 (stereo unspecified)	i
125	Clc1ccc(-c2cn3c(n2)CCC3)cc1Cl	i
126	COc1ccc(-n2c(O)cnc2Nc2nc(C)cc(C)n2)cc1OC	i

Arranged by molar mass (falling): part of the list above.
no.	SMILES	ST2 inh
121	COc1cc2c(C(=O)N3CCN(Cc4ccc5c(c4)OCO5)CC3)cn(C)c(=O)c2cc1OC	i
122	CCn1c2ccccc2c2nnc(SCCCn3c(=O)[nH]c4ccccc43)nc21	i
123	Cc1ccsc1[C@@H]1CCN(C(=O)CN(C)Cc2cccnc2)C[C@H]1O	?
119	Cc1ccc(C)c(NCC(O)Cn2c(C)c(C)c3ccccc32)c1 (stereo unspecified)	i
125	Clc1ccc(-c2cn3c(n2)CCC3)cc1Cl	i

High-throughput results (PubChem BioAssay)

Only part of the results is shown; the hit share may differ from the screen's.
